GPR151 activ: human GPR151 activation. hit rate 1% among 650,000. activation, % at 11.2 µM. PathHunter beta-arrestin GPR151 cells, luminescence. Q8TDV0; in the data active = activation above about 4.9%;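 note: 0% = median of compound wells and 100% = cells with positive control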
Target sequence (Q8TDV0 whole entry, looked up): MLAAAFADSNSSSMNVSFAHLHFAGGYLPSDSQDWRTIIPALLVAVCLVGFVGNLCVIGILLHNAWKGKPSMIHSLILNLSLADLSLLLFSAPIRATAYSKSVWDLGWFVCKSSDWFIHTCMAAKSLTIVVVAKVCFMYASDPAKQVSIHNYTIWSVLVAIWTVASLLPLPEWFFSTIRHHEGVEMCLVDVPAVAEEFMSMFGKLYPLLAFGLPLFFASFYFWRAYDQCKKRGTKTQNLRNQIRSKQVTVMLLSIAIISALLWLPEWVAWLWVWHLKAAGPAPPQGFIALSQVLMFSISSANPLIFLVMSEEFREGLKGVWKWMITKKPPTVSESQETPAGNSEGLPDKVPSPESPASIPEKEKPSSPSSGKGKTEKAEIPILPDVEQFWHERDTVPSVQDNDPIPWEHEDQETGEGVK
TEAD-YAP block: TEAD-YAP interaction inhibition. hit rate 1.4% among 640,000. inhibition, % at 9.12 µM. HEK-TIYL cells, TEAD-Gal4/YAP UAS-luciferase luminescence; in the data active = inhibition above about 32%;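 note: 0% = median of test compound wells and 100% = reference inhibitor wells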
MITF inh: human MITF inhibition, primary screen | O75030 | AlphaScreen MITF homodimerization, bead proximity signal | inhibition, % at 2.6 µM | hit rate 0.91% among 650,000 | AID 1259374; in the data active = inhibition above about 50%;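 note: 0% = vehicle wells with protein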
Target sequence (O75030 whole entry, looked up): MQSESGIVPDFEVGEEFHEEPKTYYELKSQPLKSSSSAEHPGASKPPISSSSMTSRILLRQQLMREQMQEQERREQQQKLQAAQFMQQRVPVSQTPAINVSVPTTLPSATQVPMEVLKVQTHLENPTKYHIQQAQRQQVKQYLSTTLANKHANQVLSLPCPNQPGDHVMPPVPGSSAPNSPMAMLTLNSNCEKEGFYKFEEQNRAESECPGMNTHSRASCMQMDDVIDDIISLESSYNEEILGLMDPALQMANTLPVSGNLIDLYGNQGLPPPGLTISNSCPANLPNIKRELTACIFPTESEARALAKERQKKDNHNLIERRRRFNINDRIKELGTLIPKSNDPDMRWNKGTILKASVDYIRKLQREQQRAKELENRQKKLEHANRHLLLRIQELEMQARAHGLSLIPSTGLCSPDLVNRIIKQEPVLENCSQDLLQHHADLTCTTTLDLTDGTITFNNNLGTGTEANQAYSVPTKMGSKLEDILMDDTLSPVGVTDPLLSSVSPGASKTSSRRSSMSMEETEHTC
FBW7 act: activators of human E3 ligase FBW7; AID 1259310; AlphaScreen FBW7–phospho-cyclin E peptide binding, activator screen; normalized activity (activation), % at 26.1 µM; Q969H0; hit rate 0.13% among 650,000; in the data active = normalized activity above about 1.9%;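 note: purified mutant Fbw7 with reduced substrate affinity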
Starred values were filed as active, the others as inactive; & = joins results of further samples.

SMILES	GPR151 activ	TEAD-YAP block	MITF inh	FBW7 act
Cc1nc2c(-c3ccccc3)c(C)nn2c(C(C)(C)C)c1C	0.5	-1	-2	-0.2
COc1ccc(C2(CNC(=O)CCC(=O)O)CCCC2)cc1	2.8	-6	-1	-0.1
O=C(Nc1cccc(C(F)(F)F)c1)c1ccc(F)c(S(=O)(=O)N2CCN(c3ccc(F)cc3)CC2)c1	1.1	0	7	0.3
COc1ccc(C2NC(C(=O)O)CS2)cc1CSc1ccccn1 (centres undefined)	1.0	0	7	0.2
O=C(CCN1CCN(c2ccccc2F)CC1)Nc1cccc(Cl)c1	0.5	-7	-15	-0.3
Cc1ccc(CNC(=O)C2CCN(c3nc4ccccc4n4cccc34)CC2)cc1	-0.3	3	6	0.4
COc1ccc(C(=O)NCc2cc(F)ccc2F)cc1OC1CCN(C(C)=O)CC1	0.4	4	4	0.0
COc1cc(C2Nc3ccccc3-c3nnc(SC)nc3O2)ccc1OCC(=O)O (centres undefined)	-1.5	8	-7	-0.1
COc1cccc(-c2nnc(SCC#N)n2C)c1	-1.0	2	17	0.1
CN(Cc1ccc(Br)cc1)C(=O)c1ccc(C#N)cc1	1.0	-2	7	0.7
O=C(CSc1nnc(-c2cccc(F)c2)n1-c1ccccc1)NCc1ccco1	0.3	13	14	0.4
O=C(O)COc1ccc(NC(=O)COc2ccc3ccccc3c2)cc1	1.7	3	-5	-0.1
Cc1ccc(NC(=S)NC2CC2)c(C)c1	-0.4	2	7	0.0
Cc1ccc(C)c2sc(NC(=O)c3ccccc3F)nc12	0.6	-9	8	-0.2
CC(=O)N1N=C(c2cccc3ccccc23)OC1c1cccc(OCc2ccccc2)c1 (centres undefined)	0.2	6	4	0.0
O=C(COc1ccc2ccccc2c1)NCc1ccsc1	2.6	-17	8	0.5
COc1ccc(S(=O)(=O)Nc2ccc(NS(=O)(=O)c3ccc(C)cc3)cc2)cc1	0.8	-1	-5	-0.1
Cc1ccc(-c2csc3ncc(C(=O)NCc4cccs4)c(=O)n23)cc1	-0.5	-2	15	0.2
COC(=O)COc1ccc(S(=O)(=O)NC(C)(C)C)cc1	0.0	4	9	0.8
O=C(c1cnn2c1NC(c1ccco1)CC2C(F)(F)F)N1CCN(c2cccc(Cl)c2)CC1 (centres undefined)	-1.1	7	5	0.0
Cc1ccc2nc(NC3=NCN(CCc4ccccc4)CN3)nc(C)c2c1	-0.3	2	-27	-0.1
CCC(=O)N(CCCO)Cc1cc2cc3c(cc2[nH]c1=O)OCO3	0.5	0	13	0.1
CCOC(=O)N1CCC(Nc2cccc(SC)c2)CC1	-0.4	2	4	-0.2
O=C(CCCn1nc(-c2ccccc2)c2ccccc21)NCc1cccnc1	0.9	0	4	-0.4
COc1cc(F)ccc1CN1CCC(n2nccc2NC(=O)C(C)(C)C)CC1	-1.1	11	10	0.2
O=C(NC(=S)NN1CCCCC1)c1ccco1	-2.3	7	9	0.1
COc1ccc(N2C(=N)S/C(=C\c3ccccc3[N+](=O)[O-])C2=O)cc1	0.9	-25	4	-0.6
CN1CCN(C(=O)c2ccc(-c3nc(Nc4ccc(Oc5ccccc5)cc4)c4ncn(-c5ccccc5)c4n3)cc2)CC1	2.4	0	7	-0.1
COCCNC(=O)Cc1ccc(NC2=NC3CS(=O)(=O)CC3S2)cc1 (centres undefined)	1.5	11	0	-0.1
CCOP(=O)(CN(CCc1ccccc1)C(=S)Nc1cccc(OC)c1)OCC	-0.1	-1	11	0.1
Cc1[nH]c2ccccc2c1SCC(N)=O	0.0	9	-5	-0.1
COc1ccc(-c2cc(C(F)(F)F)n3nc(C(=O)NCc4ccccc4)cc3n2)cc1OC	-0.2	-1	-1	0.0
COc1ccccc1NC(=O)CN1CCN(c2ccccc2F)CC1	-1.5	-9	-4	0.0
CC1=C(C(=O)N2CCOCC2)C(c2ccc(Cl)c([N+](=O)[O-])c2)NC(=O)N1 (centres undefined)	-0.9	8	2	0.1
Cc1ccccc1-c1nc(CS(=O)(=O)CC(=O)N2CCc3ccccc32)c(C)o1	-0.4	-7	-1	0.2
CCC(C)NC(=O)c1cnn2c(C)c(Cc3ccccc3C)c(C)nc12 (centres undefined)	-0.7	1	-5	0.0
COc1ccc(C2NC(=O)NC(C)=C2C(=O)OC2CCCC2)cc1OC (centres undefined)	0.1	-14	3	0.2
Cc1nc(C)c(NC(=O)N2CCOCC2)cc1NC(=O)N1CCOCC1	-0.3	-12	2	-0.1
O=C(CCN1C(=O)C2C3C=CC(C3)C2C1=O)N1CC(=O)N(CCc2ccccc2)C(=O)C1 (centres undefined)	-1.3	3	4	0.0
Cc1nc2c(C(=O)NCCC3=CCCCC3)cnn2c(C)c1Cc1ccc(F)cc1Cl	0.4	-6	-4	-0.1
CC1=C(C(=O)OCc2ccccc2)C(c2ccc(Br)cc2)n2nnnc2N1 (centres undefined)	0.7	-3	15	-0.3
Cc1cc(Cl)ccc1OCC(=O)NCC(=O)N/N=C/c1ccc(N(C)C)cc1	2.0	-8	6	0.0
Cc1cc(-c2ccncc2)c(F)cc1NC(=O)C1COc2ccccc2O1 (centres undefined)	-1.1	-1	19	-0.2
Cc1ccc(C(=O)NCc2cccnc2)c(N2CCN(C(=O)c3ccco3)CC2)n1	0.1	1	4	-0.5
Cc1nnc(NC(=O)c2cccc(C(=O)O)c2)s1	-0.5	-1	3	-0.1
Cc1cc(C)c(-c2csc(NC(=O)c3cccc4ccccc34)n2)c(C)c1	-0.1	23	3	-0.1
O=C(/C=C(\O)c1ccc(Cl)cc1)C(F)(F)F	-0.6&-0.6	-3&5	-29&4	0.1&0.6
CC(=O)Nc1cc(CNCc2ccccc2O)cc(C(=O)N2CCc3ccccc3C2)c1	-2.1	1	12	0.0
O=C(O)CCCC(=O)N1N=C(c2c(-c3ccccc3)c3cc(Cl)ccc3[nH]c2=O)CC1c1ccc(Cl)cc1 (centres undefined)	0.6	-2	-13	-0.4
COC(=O)c1cc(S(=O)(=O)N2CCC(Cc3ccccc3)CC2)c[nH]1	-0.4	14	12	0.3
The list goes on:
SMILES	GPR151 activ	TEAD-YAP block	MITF inh	FBW7 act
O=C(CNc1cccc2ccccc12)N/N=C/c1ccc(Cl)cc1	-0.4	-1	19	0.1
COc1ccc(C(C2C(=O)CC(C)(C)CC2=O)C2C(=O)CC(C)(C)CC2=O)cc1OC	-0.5	-13	2	-0.1
CN(C)c1ccc(NC(=O)C(=O)NCCCO)cc1	-0.5	-26	13	0.7
O=C(CNc1ccc(F)cc1)N/N=C/c1ccccn1	-0.5	-6	4	-0.2
O=[N+]([O-])c1ccc(/C=N/n2c(-c3ccccc3)n[nH]c2=S)cc1	-1.1	8	-1	0.5
Cc1cc(C(=O)Oc2ccccc2NC2=NS(=O)(=O)c3ccccc32)ccc1[N+](=O)[O-]	0.1	-16	-6	-0.2
COc1ccc(NC(=S)Nc2ccc(C(=O)N3CCOCC3)cc2)cc1OC	-1.7	-8	-17	-0.3
CC(C)NS(=O)(=O)c1ccc(NC(=O)c2ccccc2Br)cc1	1.8	2	1	-0.1
O=C(Nc1cc2c3c(c1)CCN3C(=O)CC2)c1cccc(Cl)c1	-0.7	2	9	-0.1
CC(=O)C(=Cc1ccc(-c2ccccc2[N+](=O)[O-])o1)C(C)=O	-0.4	-12	-6	-0.2
CC1=NN(c2ccc(Br)cc2)C(=O)/C1=C/c1ccc(-c2ccc3c(c2)C(=O)NC3=O)o1	-2.3	-9	5	0.1
Oc1c(/C=N/c2ncn[nH]2)ccc2ccccc12	1.4	2	2	0.0
Cc1nnc(NC(=O)c2ccc(NC(=O)C(F)(F)F)cc2)s1	-0.9	-28	4	0.1
O=S(=O)(NNc1ccccc1)c1ccc(Cl)cc1	-0.3	2	-14	-0.2
COc1ccc(C2C3=C(Nc4ncnn42)c2cc(Cl)ccc2OC3c2cccs2)cc1 (centres undefined)	3.9	7	-3	-0.1
NC(=O)NC(Cc1ccccc1)C(=O)N1CCCC1 (centres undefined)	0.3	6	6	0.2
COc1ccccc1/C=C/C1=NC(=C\c2ccc(F)cc2)/C(=O)O1	0.6	-10	9	-0.1
COC(=O)c1ccc2c(c1)NC(=O)/C(=C\c1ccc(OC)cc1)S2	0.2	-8	16	0.1
CCCc1nc(Cc2ccc(OC)cc2)no1	2.3	-17	18	0.3
COCCn1c(N)c(C(=O)OCC(C)C)c2nc3ccccc3nc21	0.5	23	25	-0.8
CC1=C(C(=O)OCC(C)C)C(c2cccc3ccccc23)NC(=O)N1 (centres undefined)	-0.3	-5	-1	-0.5
CCOc1ccc2oc(=O)cc(CN(CCCN3CCOCC3)Cc3ccco3)c2c1	0.1	-3	3	-0.1
Oc1oc(-c2ccccc2)nc1C=Nc1ccc(Cl)cc1Cl	-1.1	0	0	0.0
Cc1cccc(N2CCN(c3ncnc4c3cnn4-c3cccc(C)c3)CC2C)c1 (centres undefined)	1.3	10	11	-0.1
COCCn1nnnc1C(C(C)C)N1CCc2ccccc21 (centres undefined)	-0.3	-1	6	-0.1
COc1cc(CO)cc(Br)c1OCc1ccccc1C#N	1.6	1	11	0.2
COc1cccc(/C=C/C(=O)OCC(=O)c2cc(C)n(CC3CCCO3)c2C)c1OC (centres undefined)	0.6	0	7	0.2
Cc1cc(C)n2cc(CSc3nc4ccccc4o3)nc2n1	-0.4	-59	12	0.0
Cc1c(/C=N/NC(=O)CNc2ccccc2)c2ccccn2c1C(=O)c1ccncc1	-0.6	0	-5	-0.1
COc1ccc2nc(-c3ccc(C)c(NC(=O)c4c(F)cccc4F)c3)cn2n1	1.3	-1	-7	-0.1
Cc1cccc(NC(=O)CCCC(=O)O)c1	-0.8	-12	-7	-0.1
Nc1ncnc(Nc2cccc(F)c2)c1[N+](=O)[O-]	-1.0	4	12	0.0
COc1ccc(Cl)cc1/C=C1/C(=O)NN(c2ccccc2)C1=O	-1.2	7	9	0.2
C=C[C@@]1(C)CC(=O)[C@@]2(O)[C@](C)(O1)[C@@H](OC(C)=O)[C@@H](O)C1C(C)(C)CC[C@H](O)[C@@]12C (some centres undefined)	-0.1&0.5	-94&-69	16&0	0.5&0.1
O=C(Oc1ccc(C(=S)N2CCOCC2)cc1)c1ccc([N+](=O)[O-])cc1	2.7	0	-2	0.0
N#CCSc1nc2c(c(=O)n1-c1ccccc1)C1(CCCCC1)Cc1ccccc1-2	-0.6	-5	-6	-0.1
CCc1nc(SCC(=O)NCc2ccc3c(c2)OCO3)c2c(C)c(C)sc2n1	-0.2	0	12	0.1
Cc1ccc(S(=O)(=O)N(C)CC(=O)Nc2cccc(Cl)c2)cc1	-0.1	10	11	0.7
COc1cccc(CN2CCN(CCO)CC2CCO)c1 (centres undefined)	-0.1	3	5	-0.1
Clc1ccc2c(N3CCOCC3)nc(CN3CCN(Cc4ccsc4)CC3)nc2c1	-0.9	1	10	0.1
C=CCN(C(C)=O)c1nc(C)c(Cl)c(OC)n1	3.0	-1	-2	0.0
O=C(Cn1c(=O)oc2cc(S(=O)(=O)NCc3ccccc3)ccc21)NN1CCOCC1	0.1	15	6	0.3
CCn1cc(CN[C@H]2C[C@H]3C(=O)N[C@@H](CC(C)C)C(=O)N3C2)c(C)n1	0.0	6	1	0.2
CCOc1ccc(-n2c(CNC(=O)c3ccccc3OC)nnc2SCC(=O)N2N=C(c3cccs3)CC2c2ccc(C)cc2)cc1 (centres undefined)	-0.1	-13	18	0.2
CN1CCCC(OC(=O)c2ccccc2I)C1 (centres undefined)	3.0	3	2	0.2
CCCC1(C(=O)OCC)NC(c2cccs2)C2C(=O)N(c3ccccc3)C(=O)C21 (centres undefined)	3.6	-2	-4	0.2
CCSCCOC(=O)C1=C(C)NC2=C(C(=O)C(C(=O)OC)C(C)C2)C1c1cccc(O)c1 (centres undefined)	2.0	14	2	0.0
COc1cc([N+](=O)[O-])ccc1NC(=O)CCN1C(=O)C2C3C=CC(C3)C2C1=O (centres undefined)	0.3	5	4	-0.2
O=C(Cc1c(Sc2ccccc2)c2ccccc2n1Cc1ccccc1)Nc1ccc(Cl)cc1	-0.5	-2	11	-0.1
COCCCNC(=O)CN1CCN(Cc2ccccc2Cl)C1=O	1.3	-15	0	0.0
Cc1ccc(N(C2C=CS(=O)(=O)C2)S(=O)(=O)c2ccc(Cl)cc2)cc1 (centres undefined)	-2.2	1	10	0.4

Compound activity deposited in PubChem BioAssay by The Scripps Research Institute Molecular Screening Center.
